# Assay outcomes (PubChem BioAssay)
# TAAR1 agonist = human TAAR1 agonism; CHO RD-HGA16 TAAR1, Fluo-8 calcium fluorescence; vehicle wells 0%, saturating PEA agonist 100%; Q96RJ0; 360,000 compounds, 0.99% hits; activation, % at 3 µM;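 active = activation above the mean activation of all test compounds in the run plus 3 SD, cut at about 38% in these data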
#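 Assay system: CHO-derived RD-HGA16 cells with stable Gα16 and human TAAR1; timing: 17-24 h seeding, 75 min 37 °C dye, 30 min RT; read-out: % activation from peak over basal fluorescence ratio, DMSO-to-PEA scaled; measured by: kinetic Fluo-8 calcium fluorescence; benchmarks: low control DMSO, high control PEA (EC100); doses: 3 µM single concentration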
# CHRM4 antagonist = antagonists of human muscarinic M4 receptor (CHRM4). P08173. CHO-hM4 cells, ACh EC80, Fluo-8 calcium fluorescence. inhibition, % at 3 µM. 360,000 compounds, 0.73% hits. AID 624125;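 active = inhibition above its plate's cutoff, the mean inhibition of sample wells plus 3 SD, cut at about 27% in these data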;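 also: 0% = acetylcholine EC80 with DMSO and 100% = DMSO without agonist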
# Target sequence (P08173 whole entry, looked up): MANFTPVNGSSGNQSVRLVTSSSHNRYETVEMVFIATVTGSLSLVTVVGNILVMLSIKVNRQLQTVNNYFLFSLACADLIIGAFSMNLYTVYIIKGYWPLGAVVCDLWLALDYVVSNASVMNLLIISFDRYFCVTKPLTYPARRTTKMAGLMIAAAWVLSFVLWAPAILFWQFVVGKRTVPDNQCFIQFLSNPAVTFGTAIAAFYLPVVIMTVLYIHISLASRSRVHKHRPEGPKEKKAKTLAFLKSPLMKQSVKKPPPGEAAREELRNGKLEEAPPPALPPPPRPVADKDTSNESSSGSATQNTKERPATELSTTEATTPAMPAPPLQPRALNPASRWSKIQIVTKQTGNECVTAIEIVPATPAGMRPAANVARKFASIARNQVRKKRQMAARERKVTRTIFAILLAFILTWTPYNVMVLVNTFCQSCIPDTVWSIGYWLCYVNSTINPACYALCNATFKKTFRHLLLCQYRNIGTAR
# CHRM1 agonist = activates human CHRM1 receptor | P11229 | CHO-K1 hM1, Fluo-8 calcium fluorescence, agonist mode; 0% DMSO, 100% acetylcholine EC100 | activation, % at 3 µM | 360,000 compounds, 0.33% hits | AID 588814;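 active = activation above the run's mean compound activation plus 3 SD, cut at about 16% in these data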;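 also: peak over basal fluorescence ratio within a 140 s kinetic read after compound addition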
# CHRM5 antagonist = CHRM5 antagonism in calcium assay | P08912 | CHO-hM5 cells, Fluo-8 calcium fluorescence, ACh EC80 | inhibition, % at 3 µM | 360,000 compounds, 0.59% hits;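 active = inhibition above a per-plate cutoff, the mean of that plate's test compounds plus 3 SD, cut at about 27% in these data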;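 also: 0% = acetylcholine EC80 with DMSO and 100% = DMSO without agonist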
# Target sequence (P08912 whole entry, looked up): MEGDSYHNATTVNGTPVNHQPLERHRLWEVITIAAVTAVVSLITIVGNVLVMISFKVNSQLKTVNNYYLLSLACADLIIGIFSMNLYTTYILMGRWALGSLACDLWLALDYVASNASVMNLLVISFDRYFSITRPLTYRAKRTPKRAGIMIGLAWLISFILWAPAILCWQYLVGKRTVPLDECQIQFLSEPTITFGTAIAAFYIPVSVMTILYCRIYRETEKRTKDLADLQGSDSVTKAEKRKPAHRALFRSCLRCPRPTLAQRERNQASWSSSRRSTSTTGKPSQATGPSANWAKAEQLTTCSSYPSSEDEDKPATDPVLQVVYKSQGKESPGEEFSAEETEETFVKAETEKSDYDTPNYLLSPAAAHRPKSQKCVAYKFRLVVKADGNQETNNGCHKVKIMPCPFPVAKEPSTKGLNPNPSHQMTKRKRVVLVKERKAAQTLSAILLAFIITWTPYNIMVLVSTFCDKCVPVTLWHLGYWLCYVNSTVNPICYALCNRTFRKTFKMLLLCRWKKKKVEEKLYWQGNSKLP
# CHRM1 antagonist = blocks human M1 muscarinic receptor | P11229 | CHO-K1 hM1, Fluo-8 calcium fluorescence, ACh EC80 antagonist | inhibition, % at 3 µM | 360,000 compounds, 1.3% hits;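 active = percent inhibition above its own plate's cutoff, namely the mean of that plate's compound wells plus 3 SD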;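 also: peak over basal fluorescence ratio during 140 s after agonist addition; 0% = ACh EC80 plus DMSO and 100% = DMSO alone without agonist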
# M5 PAM = CHRM5 positive allosteric modulation | P08912 | CHO-K1 hM5, Fluo-8 calcium, ACh EC20 PAM; 0% = ACh EC20, 100% = ACh EC100 | activation, % at 3 µM | 360,000 compounds, 0.3% hits;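 active = activation above the run cutoff, the mean activation of all test compounds plus 3 SD, cut at about 18% in these data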
#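 System: CHO-K1 cell line with stable human muscarinic M5 receptor expression | Also added: EC20 acetylcholine as agonist stimulus | Compound: One concentration, 3 µM final (nominal) | Timing: Fluo-8 loading 80 min at 37 °C plus 30 min room temperature | Measured by: Fluo-8 calcium dye fluorescence, kinetic read | Read-out basis: % activation, ACh-normalized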
# CHRM5 agonist = agonists of human muscarinic M5 receptor (CHRM5); P08912; activation, % at 3 µM; CHO-K1 hM5 cells, Fluo-8 calcium fluorescence; 0% DMSO wells, 100% maximal acetylcholine response; 360,000 compounds, 0.19% hits;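 active = activation above the run's mean over test compounds plus 3 SD, cut at about 23% in these data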;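 also: signal is peak over basal fluorescence ratio across the kinetic read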
# M4 ag = CHRM4 agonism in calcium assay; P08173; CHO-K1 hM4/Gqi5, Fluo-8 calcium fluorescence; vehicle 0%, full acetylcholine response 100%; activation, % at 3 µM; 360,000 compounds, 0.14% hits;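 active = activation above the run mean over all test wells plus 3 SD, cut at about 32% in these data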;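 also: peak over basal fluorescence ratio per well then scaled between controls; 0% = DMSO wells and 100% = acetylcholine at EC100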
# M1 PAM = human CHRM1 positive allosteric modulation; CHO-K1 hM1, Fluo-8 calcium fluorescence, ACh EC20; 0% = ACh EC20, 100% = maximal ACh; AID 588819; P11229; activation, % at 3 µM; 360,000 compounds, 0.088% hits; in the data active = activation above about 19%, passing the limit was not always enough
# Active calls of the source: *; . = no result given.
SMILES,TAAR1 agonist,CHRM4 antagonist,CHRM1 agonist,CHRM5 antagonist,CHRM1 antagonist,M5 PAM,CHRM5 agonist,M4 ag,M1 PAM
C=CCC1(NC(C)c2ccccc2)CCCCC1 (stereo unspecified),3,-1,-11,-9,-1,-1,-4,0,5
N#CC1=C(N)NC(SCc2ccc(Cl)cc2)=C(C#N)C12CCCCC2,22,13,1,20,10,-17,5,16,0
COc1ccc(NC(=O)c2cccc(F)c2)cc1Cl,5,3,-3,-5,-6,5,-4,1,4
COc1ccccc1N1CCN(C(=O)CCc2ccccc2)CC1,4,-11,-1,-13,-15,1,7,3,11
O=C(Nc1ccnn1C1CCN(C(=O)c2cccc(C(F)(F)F)c2)CC1)C1CC1,8,-8,1,11,-21,1,-3,2,18
CN(Cc1ccccc1)S(=O)(=O)c1ccc(Cl)c(C(=O)N2CCC2)c1,5,-5,-1,-6,-4,-5,5,3,7
CC(O)(c1ccccc1)c1nc(-c2csc3ccccc23)cs1 (stereo unspecified),-1,3,-6,12,-15,-5,1,-1,1
CN(C)C(CNC(=O)c1cccc(S(=O)(=O)N2CCc3ccccc3C2)c1)c1ccccc1 (stereo unspecified),13,7,-8,-3,26,-8,-3,7,-19
Cc1c(NCc2nc3ccccc3[nH]2)c(=O)n(-c2ccccc2)n1C,15,-1,-11,0,-22,2,0,3,10
c1ccc2c(c1)CCN(c1ncnc3nc[nH]c13)C2,1,-12,4,2,-4,-7,3,4,5
CCCNC(=O)CS(=O)Cc1nc(-c2ccc(OC)cc2)oc1C (stereo unspecified),0,2,-3,3,-12,-5,0,1,-6
O=C(Nc1cccc(Cl)c1Cl)Nn1cnnc1,2,-5,0,-4,2,5,-4,-1,5
CC(Sc1nnc(N)s1)C(=O)Nc1nccs1 (stereo unspecified),3,9,-2,6,-8,-1,-1,1,10
O=C1/C(=C/c2ccc(O)cc2)SC(=S)N1CC1CCCO1 (stereo unspecified),30,-2,9,-1,4,-2,21,11,-1
CC(C)n1cnnc1SCC(=O)NC(=O)c1ccccc1,2,2,-3,-4,-3,6,4,2,2

# Sorted by value in CHRM4 antagonist (ascending): 3 of the compounds above
SMILES	CHRM4 antagonist
O=C(Nc1ccnn1C1CCN(C(=O)c2cccc(C(F)(F)F)c2)CC1)C1CC1	-8
CN(Cc1ccccc1)S(=O)(=O)c1ccc(Cl)c(C(=O)N2CCC2)c1	-5
Cc1c(NCc2nc3ccccc3[nH]2)c(=O)n(-c2ccccc2)n1C	-1

# Next part
SMILES,TAAR1 agonist,CHRM4 antagonist,CHRM1 agonist,CHRM5 antagonist,CHRM1 antagonist,M5 PAM,CHRM5 agonist,M4 ag,M1 PAM
CC(C)[C@H](NC(=O)OC(C)(C)C)C(=O)NCC1CCC(C(=O)N[C@@H](Cc2ccccc2)C(=O)O)CC1 (stereo partly specified),10,9,-2,1,-1,-2,-6,2,2
CC(C)NC(=O)C1(c2ccccc2)CC1(Cl)Cl (stereo unspecified),2,0,-8,4,-2,-4,-3,1,10
COc1ccc(CCn2c(-c3ccncc3)n[nH]c2=S)cc1OC,2,-4,-5,6,-9,2,-2,1,10
O=C1CS/C(=N\NC(=O)c2ccccc2)N1,6,12,-3,8,-18,6,0,0,10
COCc1cc(C)nc(SCC(=O)NCC2CCCO2)c1C#N (stereo unspecified),8,-8,-2,12,4,-2,-2,0,1
COc1ccc(CC(=O)OCC(=O)c2ccc(OC)cc2)cc1,-1,-6,-5,-5,-10,-2,-3,-1,5
COc1ccc(OC)c(NC(=O)CSc2nnc(Cn3nnc4ccccc43)n2C)c1,1,1,-4,1,0,0,-7,0,5
CCN(C[C@H]1N[C@@](CC)(C(=O)OC)[C@H]2C(=O)N(C)C(=O)[C@@H]12)C(=O)NC(C)C,0,-10,-1,-13,-2,6,-1,1,5
Cc1cccc(N2CCN(CC(=O)Nc3ccc(S(=O)(=O)N4CCOCC4)cc3)CC2)c1C,9,6,2,34*,17,-12,3,19,-6
CCOc1ccc(C(C(=O)NCC2CCCO2)N(Cc2cccnc2)C(=O)c2snc(C(N)=O)c2N)cc1 (stereo unspecified),7,8,-3,6,3,-2,1,3,-3
O=C(Nc1cccnc1)/C(N=Nc1c(Cl)cccc1Cl)=C(\O)c1ccccc1,1,2,-4,-1,-4,2,0,0,-1
Cc1ccc(O)c(-c2cc3ccccc3[nH]2)c1,7,5,-5,5,-1,-7,1,-1,-3
C/C(N)=C(/C#N)C(=O)COC(=O)c1cc2c(s1)CCCC2,8,-3,-3,6,-2,-6,0,13,6
Cc1ccc(-c2cc(C(=O)NCc3ccc4c(c3)OCO4)[nH]n2)c(O)c1C,15,0,-4,2,-11,-13,0,2,6
Cn1cc(/C=N/NC(=O)c2cc3cc(Br)ccc3o2)c2ccccc21,10,1,-3,6,-10,-2,-1,1,2
CCOC(=O)c1ccc(NC(=O)/C=C/c2cccs2)cc1,11,2,-13,-2,-3,-2,-6,5,-1
COc1ccc(NC(=O)CSc2nc3c(c(=O)[nH]2)CCC3)cc1OC,11,1,-1,0,-24,-5,0,0,0
O=C(CNS(=O)(=O)c1cccc(Cl)c1)Nc1ccc(-c2nc3ccccc3s2)cc1,4,-1,-3,15,14,-9,0,1,-7
CC(C)Oc1ccc(CNC(=O)CCC(=O)N2CCSc3ccccc32)cc1,2,-3,-4,6,-3,-6,2,9,-3
CCCCc1nnc(NC(=O)CSc2nc(O)c(-c3ccccc3)c(=O)[nH]2)s1,-2,-11,-3,-12,-7,1,1,0,6
CCCCn1c(O)c2n(c1=O)Cc1ccccc1N=C2c1ccc(C)cc1,1,-21,-5,2,-14,2,1,1,-3
C/C(=N/OC(=O)c1ccc(C)cc1)c1cccs1,15,6,-3,12,-1,3,-4,-1,2
Cc1ccc(NC(=O)CO/N=C/c2ccccc2C)c(C)c1,1,2,-4,14,-7,-5,-6,10,9
COc1ccc(-c2noc(CCC(=O)Nc3ccc4c(c3)OCCO4)n2)cc1,18,-7,4,13,12,-15,5,13,-13
CCCC(=O)Nc1ccc(S(=O)(=O)Nc2nccs2)cc1,-1,-10,-2,10,13,-21,4,19,-6
COc1cc(/C=C(\C#N)C(=O)Nc2ccccc2)ccc1OCCN1CCOCC1,7,13,-1,9,14,-5,-1,3,-4
CCCCN1CC(C(=O)NC2CCCCC2)CC1=O (stereo unspecified),2,5,1,1,-13,-2,1,0,8
CN(CC(=O)Nc1ccccc1Cl)C(=O)CSc1ncc(C(F)(F)F)cc1Cl,0,3,-6,-4,1,4,0,1,1
Cc1cc(C)n2c(Nc3c(C)cccc3C)c(-c3ccccn3)nc2n1,4,3,.,14,.,-3,4,5,.
COC(=O)c1ccc2nc(-c3ccc(OC)c(OC)c3)c(Cc3cccc(F)c3)n2c1,1,3,.,16,.,-10,-4,8,.

# As entered above:
# TAAR1 agonist with C/C(=N/OC(=O)c1ccc(C)cc1)c1cccs1 stands at 15
# CHRM4 antagonist with COc1cc(/C=C(\C#N)C(=O)Nc2ccccc2)ccc1OCCN1CCOCC1 stands at 13

# Continuation:
SMILES,TAAR1 agonist,CHRM4 antagonist,CHRM1 agonist,CHRM5 antagonist,CHRM1 antagonist,M5 PAM,CHRM5 agonist,M4 ag,M1 PAM
O=C(NNC(=O)c1ccc(-n2cncn2)c([N+](=O)[O-])c1)c1cccc(Cl)c1,2,-6,-2,0,-6,-1,1,2,5
Cc1ccc(NC(=O)Cn2nc(C(=O)Nc3ccc(C)cc3)ccc2=O)cc1,0,-12,-2,-2,-3,-4,-3,1,2
CCOC(=O)c1[nH]c2ccc(OC)cc2c1NC(=O)NC(C)C,13,-5,-3,-3,-6,-2,-3,1,5
COCCn1c(SCC(=O)Nc2cc(OC)ccc2OC)nc2c(c1=O)SC(C)C2 (stereo unspecified),-1,1,-2,4,-12,1,-3,1,10
COc1ccccc1OCC(=O)NNC(=O)C(=O)N1CCCC1,-1,3,-4,0,-13,-2,0,1,4
CC(=O)NC(=S)Nc1ccc(NC(=O)c2cccnc2)cc1,0,-9,-4,3,-7,10,-7,1,5
CN1CCN(C(=O)c2ccc(NC(=O)c3ccc(Br)o3)cc2)CC1,2,2,.,-10,.,8,0,0,.
Cc1cccc(C(=O)O[C@@H]2[C@H](Cc3ccccc3)NS(=O)(=O)[C@H]3C[C@@H]4C=C[C@]23O4)c1,-1,3,0,11,-6,2,5,2,7
COc1ccc(OC)c(NC(=O)c2cccnc2Sc2ccccc2)c1,3,4,1,3,7,5,1,4,0
Cc1ccc(C)c(SCC(=O)OC/C(O)=C(\C#N)c2nc3ccccc3[nH]2)c1,6,-16,0,2,8,-1,7,4,1
CCOC(=O)c1c(NC(=O)Cn2cnc3scc(-c4ccc(C)cc4)c3c2=O)sc(C)c1C,-1,7,4,1,-5,-2,-2,0,11
CCN(CC)CCNC(=O)c1ccc(NC(=O)c2ccc(S(=O)(=O)N3CCCCCC3)cc2)cc1,21,-7,-8,8,10,-6,-8,0,-11
CC(C)CC(=O)Nc1ccc(N2CCN(S(C)(=O)=O)CC2)cc1,0,5,-3,5,-8,0,-3,1,5
O=C(NCc1nnnn1-c1cccc(F)c1)c1ccc(S(=O)(=O)N2CCOCC2)cc1,3,8,0,-1,-5,-8,-1,0,8
Cc1ccccc1CC(=O)N1CC(C)OC(C)C1 (stereo unspecified),8,4,1,0,-1,-5,1,1,-3
Cc1noc(C)c1COc1ccc(C(=O)NNC(=O)c2ccccc2O)cc1,0,-31,-2,-5,-3,3,-5,3,3
Cc1ccc2c(C)nc(Nc3nc(CSc4nnnn4-c4ccccc4)cc(=O)[nH]3)nc2c1,2,3,-2,-1,2,-1,4,1,1
Cc1ccc(-c2nc3ncccc3o2)cc1NC(=O)c1cccs1,7,-6,-5,9,-9,-8,-2,2,5
CC(=O)NCCNc1nc(NC(C)C)nc2cc(-c3ccccc3)sc12,3,-20,-6,6,-7,-6,0,10,-1
CCOC(=O)c1cc(-c2ccc3c(c2)OCCO3)n[nH]1,2,-17,3,-13,-12,14,6,-1,9
OC[C@@H]1CN(Cc2ccc(F)cc2)C[C@H](n2cnc3c(NC4CCCC4)ncnc32)O1,0,-2,-1,4,0,-9,0,4,-3
O=C(CSc1nnc2ccc(-c3ccccn3)nn12)Nc1ccc(F)cc1F,-1,-4,-2,-9,-6,3,2,0,6
COc1ccc(S(=O)(=O)N2CCCCC2)cc1NC(=O)CNc1ccccc1N1CCCC1=O,9,11,-6,13,3,-2,-1,1,3
Cn1c(SCC(=O)NNC(=O)Nc2ccccc2)nnc1-c1ccccc1,4,4,-3,12,-5,-8,3,0,2
CCOCC(=O)Nc1cccc(-c2nc3cccnc3s2)c1C,-1,-9,-3,0,0,-2,0,0,-4
COc1cc(/C=C/C(=O)c2ccc(NS(=O)(=O)c3ccc(C)cc3)cc2)cc(OC)c1O,5,0,-7,2,7,0,4,4,-4
CN(C(=O)COC(=O)C1COc2ccccc2O1)c1c(N)n(Cc2ccccc2)c(=O)[nH]c1=O (stereo unspecified),3,4,-1,-14,-5,14,4,2,10
C/C(Cn1nnc2ccccc21)=N\OC(=O)c1ccccc1C,1,2,-5,-4,4,-3,2,3,-6

# These rows are one share of the data, so the mix of outcomes need not match the whole.
